HIV fusion peptide = inhibitors of HIV fusion peptide binding, primary screen, biochemical, uHTS, fluorescence dequenching (AID 1986); cell-free peptide binding, fluorescence dequenching, 30 min; higher % means a stronger effect; inhibition, % at 20 µM, or IC50 in µM where a hit was titrated; hit rate 0.3% among 290,000; in the data active = inhibition mostly above about 52%, no sharp cut-off; inactive = mostly below about 76%; also: some results filed as inactive read as strong as hits
LYP inhibition = inhibitors of LYP phosphatase, biochemical, fluorescence intensity, uHTS (AID 1779); recombinant LYP phosphatase, fluorescence intensity; higher % means a stronger effect; inhibition, % at 11.5 µM; hits with a dose series show IC50 in µM; Tyrosine-protein phosphatase non-receptor type 22 (Homo sapiens); hit rate 0.054% among 290,000; in the data active = inhibition above about 50%;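 also: plate controls were vehicle with enzyme for no effect and no enzyme for full effect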
Salmonella PhoP GFP = inhibitors of PhoP regulon expression, primary screen, Salmonella Typhimurium, GFP reporter (AID 1863); S. Typhimurium PhoP-regulated promoter GFP reporter, 4 h; higher % means a stronger effect; one-dose inhibition, % at 50 µM; IC50 in µM for titrated hits; hit rate 0.16% among 300,000;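 active = inhibition over 29.93%, a cutoff 3 SD above the screen mean, later confirmed by dose response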;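 also: 0% = low Mg2+ inducing control and 100% = high Mg2+ repressing control; strong numbers were not always called active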
GPR35 arrestin U2OS = GPR35 antagonists blocking zaprinast-driven arrestin recruitment, primary screen, imaging, U2OS, beta-arrestin-GFP, zaprinast agonist (AID 2058); U2OS GPR35 beta-arrestin-GFP translocation imaging, zaprinast antagonism; higher % means a stronger effect; hit rate 0.052% among 290,000; inhibition, % at 10 µM, or IC50 in µM where a hit was titrated; G-protein coupled receptor 35 (Homo sapiens);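 active = inhibition of at least 50% with at least 30 cells and total cytoplasm GFP at most 10,000,000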
NTR1 agonist = agonists of NTR1, primary screen, imaging, U2OS cells, beta-arrestin-GFP, high content (AID 493036); activation, % at 20 µM; hit rate 0.17% among 330,000; Neurotensin receptor type 1 (Homo sapiens), P30989; NTR1-U2OS beta-arrestin-GFP spot imaging, agonist mode;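 active = activation at or above 40% of the spot to cytoplasm intensity ratio, with at least 20 cells analyzed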;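 also: 0% = DMSO without peptide and 100% = 100 nM NTR1 peptide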
Target sequence (P30989 whole entry, looked up): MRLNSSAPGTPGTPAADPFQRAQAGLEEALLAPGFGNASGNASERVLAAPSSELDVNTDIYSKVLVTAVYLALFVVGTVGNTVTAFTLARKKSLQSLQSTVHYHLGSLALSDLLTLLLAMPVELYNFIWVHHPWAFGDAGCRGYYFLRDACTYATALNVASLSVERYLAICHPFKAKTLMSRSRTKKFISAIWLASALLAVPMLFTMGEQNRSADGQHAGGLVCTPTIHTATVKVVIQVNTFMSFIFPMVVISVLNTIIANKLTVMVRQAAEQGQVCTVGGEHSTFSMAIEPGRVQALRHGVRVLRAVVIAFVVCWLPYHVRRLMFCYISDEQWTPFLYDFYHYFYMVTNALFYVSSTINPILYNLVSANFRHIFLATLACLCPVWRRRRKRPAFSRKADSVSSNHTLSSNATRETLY
Myeloid diff 2 = induction of myeloid progenitor differentiation, primary screen, cell-based, flow cytometry, MLPCN library. hit rate 1% among 360,000. ER-HoxA9 myeloid progenitors, lysozyme-GFP differentiation. calls only at 10 µM;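 active = normalized GFP-positive differentiation at or above the plate's own cutoff, the solvent-only control mean plus 3 SD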;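 also: cells exposed to compound for four days before flow analysis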
Rac1 GTP hydrolysis = MgcRacGAP GTPase-activating activity inhibitors, confirmation, biochemical, ADP Hunter fluorescence. Rac GTPase-activating protein 1 (Homo sapiens). MgcRacGAP-stimulated Rac1 GTP hydrolysis, ADP Hunter fluorescence; higher % means a stronger effect; GST-tagged Rac1 F28L mutant substrate. one-dose inhibition, % at 30 µM; IC50 in µM for titrated hits. hit rate 0.6% among 340,000;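 active = first-screen hits whose inhibition reached a set limit at any dose in the follow-up dose series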;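 also: fluorescence reports GDP produced by GAP-driven GTP hydrolysis; strong numbers were not always called active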
GPR55 antagonists = GPR55 antagonists blocking LPI-driven arrestin recruitment, primary screen, imaging, U2OS, beta-arrestin-GFP, LPI agonist (AID 2013); G-protein coupled receptor 55 (Homo sapiens); U2OS GPR55 beta-arrestin-GFP translocation imaging, LPI antagonism; higher % means a stronger effect; one-dose inhibition, % at 10 µM; IC50 in µM for titrated hits; hit rate 0.13% among 290,000;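 active = spots per cell inhibited over 60%, with over 100 cells counted and total cytoplasm intensity under 500,000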;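 also: U2OS cells stably carrying GPR55 and arrestin-GFP stimulated by 5 µM LPI near EC80; imaged beta-arrestin-GFP aggregate spots per cell after agonist stimulation; plate controls were LPI-stimulated DMSO wells for no effect and DMSO wells without LPI for full effect; some results filed as inactive read as strong as hits; confirmed hits need IC50 under 10 µM and bright autofluorescent wells are also inconclusive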
SIAH1 antagonists = Siah-1 peptide-binding antagonists, primary screen, biochemical, fluorescence polarization, rhodamine-plectin, uHTS (AID 1817) | E3 ubiquitin-protein ligase SIAH1 (Homo sapiens) | Siah-1 / rhodamine-plectin peptide fluorescence polarization; higher % means a stronger effect | displacement, % at 20 µM, or IC50 in µM where a hit was titrated | hit rate 0.02% among 290,000;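 active = displacement of at least 50% at 20 µM, with a fluorescence ratio check between 0.3 and a set limit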;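 also: plate controls were Siah plus tracer with DMSO for no effect and tracer alone without Siah for full effect; strong numbers were not always called active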
NTR1 agonist cell count 20 µM = also measured in NTR1 agonist; calls as there; cell count; measured here: cell count, cytotoxicity flag
Myeloid diff 2 GFP+ MAC1+ % = further read-out of Myeloid diff 2, marked with its call; GFP+ MAC1+ double positive, %; measured here: differentiation confirmed by MAC1 staining
Starred values were filed as active, the others as inactive; i = inactive; nt = not tested or not shown; + = active, no number.

nr	smiles	HIV fusion peptide	LYP inhibition	Salmonella PhoP GFP	GPR35 arrestin U2OS	NTR1 agonist	NTR1 agonist cell count 20 µM	Myeloid diff 2	Myeloid diff 2 GFP+ MAC1+ %	Rac1 GTP hydrolysis	GPR55 antagonists	SIAH1 antagonists
1	COc1cccc(C(=O)NCCSCc2c(F)cccc2Cl)c1	-1.1%	-3%	1%	3%	-1.4	58	i	0.5	11%	3%	16%
2	COc1cccc(/C=C/C(=O)OCC(=O)Nc2cccc(S(=O)(=O)N3CCOCC3)c2)c1OC	0.6%	1%	0%	-7%	0.7	37	i	0.8	4%	7%	19%
3	Cc1ccccc1NC(=O)CN1C(=O)S/C(=C\c2cccn2-c2cccc(C(=O)O)c2)C1=O	-1.1%	-1%	1%	3%	1.1	58	i	0.8	8%	7%	-5%
4	Cc1cccc(CCNc2nc3ccccc3n3nnnc23)c1	0.2%	7%	-2%	3%	-1.5	87	+	4.9*	3%	4%	3%
5	O=C(Cn1cc(C(=O)C(F)(F)F)c2ccccc21)Nc1ccccc1F	-1.3%	-11%	5%	-8%	2.6	49	i	0.4	13%	-8%	8%
6	Cc1cc2occ(CC(=O)NC3CCCc4ccccc43)c2cc1C (centres undefined)	-1.1%	0%	-6%	9%	0.0	89	i	0.0	4%	-6%	-3%
7	O=C(NCc1ccccc1Cl)c1ccc2c(=O)n(CC3CCCO3)c(=S)[nH]c2c1 (centres undefined)	1.4%	2%	-1%	-2%	0.6	46	i	0.9	-1%	-2%	11%
8	COc1ccc(C(O)c2nccn2C)cc1 (centres undefined)	-2.7%	0%	1%	-13%	0.0	41	i	10	10%	3%	-1%
9	CCN(CCC(=O)Nc1cc(OC)cc(OC)c1)Cc1ccccc1	-1.0%	-1%	7%	5%	-1.3	77	i	0.8	2%	10%	-2%
10	CCC(C)NC(=O)c1ccccc1NC(=O)C1COc2ccccc2O1 (centres undefined)	-0.2%	-4%	nt	-1%	-0.1	83	i	0.4	10%	-13%	-1%
11	Cc1ccc(N2C(=O)CSC23C(=O)Nc2ccccc23)cc1 (centres undefined)	-2.2%	0%	-4%	2%	2.2	34	i	1.0	8%	18%	4%
12	Cc1cccc(NC(=S)NC(=O)CCc2ccccc2)c1	-0.6%	6%	2%	-2%	8.0	33	i	1.0	14%	-13%	2%
13	COc1ccc(NC(=O)Cn2c(=O)n(CC3CCCO3)c(=O)c3cc(OC)c(OC)cc32)c(OC)c1 (centres undefined)	-0.5%	-12%	nt	-17%	-2.4	57	i	3.4	3%	0%	5%
14	CCC(C(=O)NC1CCCCC1)n1c(SCc2cccc(C)c2)nc2ccncc21 (centres undefined)	3.8%	7%	4%	21%	-0.5	72	i	3.8	9%	2%	1%
15	CCCOc1ccc(N2C(=O)CC(SCCN)C2=O)cc1 (centres undefined)	0.0%	-6%	5%	-4%	3.3	86	i	1.4	15%	-4%	-8%
16	O/N=C(\c1ccccc1)C(O)c1ccccc1 (centres undefined)	-0.4%	-5%	4%	-12%	-2.6	48	nt	nt	6%	14%	2%
17	NC(=O)c1nsc(C(=O)N(c2ccc(F)cc2)C(C(=O)NC2CCCC2)c2ccncc2)c1N (centres undefined)	-1.8%	-7%	12%	11%	-0.3	52	i	2.4	3%	0%	1%
18	Cc1ccc(-n2nnnc2SCC(=O)NC2CC2)cc1C	-2.0%	-8%	2%	20%	-0.3	60	i	0.5	7%	9%	1%
19	Cc1ccc2nc(C)cc(C(=O)OCC(=O)Nc3cccnc3Cl)c2c1	0.7%	-3%	-14%	-6%	0.9	48	i	0.1	6%	-8%	9%
20	COc1ccc(/C=C/C(=O)O)cc1S(=O)(=O)N1CCc2ccccc21	6.3%	-3%	2%	1%	-0.6	89	i	0.3	9%	1%	5%

The list goes on; the last 3 above are carried over.
nr	smiles	HIV fusion peptide	LYP inhibition	Salmonella PhoP GFP	GPR35 arrestin U2OS	NTR1 agonist	NTR1 agonist cell count 20 µM	Myeloid diff 2	Myeloid diff 2 GFP+ MAC1+ %	Rac1 GTP hydrolysis	GPR55 antagonists	SIAH1 antagonists
18	Cc1ccc(-n2nnnc2SCC(=O)NC2CC2)cc1C	-2.0%	-8%	2%	20%	-0.3	60	i	0.5	7%	9%	1%
19	Cc1ccc2nc(C)cc(C(=O)OCC(=O)Nc3cccnc3Cl)c2c1	0.7%	-3%	-14%	-6%	0.9	48	i	0.1	6%	-8%	9%
20	COc1ccc(/C=C/C(=O)O)cc1S(=O)(=O)N1CCc2ccccc21	6.3%	-3%	2%	1%	-0.6	89	i	0.3	9%	1%	5%
21	CCCc1cc(=O)[nH]c2nnc(SCC(=O)Nc3nccs3)n12	nt	nt	1%	nt	0.6	63	i	0.3	11%	nt	nt
22	Cc1cc(=O)oc2cc(OCC3CC(c4ccc(Br)cc4)=NO3)ccc12 (centres undefined)	2.3%	-9%	-2%	12%	5.2	59	i	0.8	9%	nt	0%
23	CCCCC(=O)Nc1ccc2c(c1)nc(CN1CCN(C(=O)OCC)CC1)n2C	6.1%	-7%	7%	-2%	0.4	78	i	0.7	7%	8%	2%
24	Cc1ccc(CNC(=O)C2CCN(S(=O)(=O)c3c(C)noc3/C=C/N(C)C)CC2)cc1	-0.5%	8%	-4%	7%	-1.2	67	i	0.8	6%	2%	1%
25	Cc1cc(NC(=O)c2cncc(Br)c2)n(-c2ccccn2)n1	0.9%	-2%	3%	-8%	nt	nt	i	0.3	4%	-1%	2%
26	Cc1cnc(NC(=O)CC2CCCC2)s1	-0.6%	3%	5%	6%	2.1	48	i	0.5	6%	-6%	-4%
27	C=Cn1cc[n+](CC(=O)c2ccc(Br)cc2)c1	1.5%	-11%	-4%	3%	-0.3	60	i	0.4	9%	-11%	12%
28	CCOC(=O)C1(Cc2cccc(OC)c2)CCN(C2CCOCC2)CC1	-1.0%	-10%	-3%	10%	-1.4	53	i	0.0	4%	7%	3%
29	COc1ccccc1NS(=O)(=O)c1cc(C(=O)NCc2ccco2)ccc1C	0.3%	-8%	3%	0%	0.6	73	i	1.5	5%	-9%	-10%
30	COc1ccc(CN(C(=O)c2oc3ccccc3c2C)C2CCS(=O)(=O)C2)cc1OC (centres undefined)	-1.1%	-6%	8%	24%	3.8	50	i	0.4	10%	2%	-5%

Numbers 10 to 11, reprinted for reference:
nr	smiles	HIV fusion peptide	LYP inhibition	Salmonella PhoP GFP	GPR35 arrestin U2OS	NTR1 agonist	NTR1 agonist cell count 20 µM	Myeloid diff 2	Myeloid diff 2 GFP+ MAC1+ %	Rac1 GTP hydrolysis	GPR55 antagonists	SIAH1 antagonists
10	CCC(C)NC(=O)c1ccccc1NC(=O)C1COc2ccccc2O1 (centres undefined)	-0.2%	-4%	nt	-1%	-0.1	83	i	0.4	10%	-13%	-1%
11	Cc1ccc(N2C(=O)CSC23C(=O)Nc2ccccc23)cc1 (centres undefined)	-2.2%	0%	-4%	2%	2.2	34	i	1.0	8%	18%	4%

Additional compounds.
nr	smiles	HIV fusion peptide	LYP inhibition	Salmonella PhoP GFP	GPR35 arrestin U2OS	NTR1 agonist	NTR1 agonist cell count 20 µM	Myeloid diff 2	Myeloid diff 2 GFP+ MAC1+ %	Rac1 GTP hydrolysis	GPR55 antagonists	SIAH1 antagonists
31	Cc1ccc(S(=O)(=O)NC(C)c2ccccc2)cc1[N+](=O)[O-] (centres undefined)	-1.5%	-9%	8%	-14%	2.2	47	i	0.5	2%	-3%	5%
32	CSc1cccc(N2CC(C(=O)Nc3ccccc3N3CCCC3)CC2=O)c1 (centres undefined)	nt	nt	13%	nt	1.0	67	i	0.7	5%	nt	nt
33	COc1ccc(-n2c(Cc3cccs3)nnc2SCC(=O)Nc2ccc3c(c2)OCCO3)cc1	-2.3%	-5%	0%	-2%	0.2	95	i	0.8	9%	7%	1%
34	Cc1ccsc1C(=O)OCC(=O)N1CCc2ccccc2C1	0.1%	-3%	-3%	-6%	-0.1	44	i	0.9	2%	9%	5%
35	Cc1cc(NC(=O)c2cc(-c3cccs3)on2)nn1Cc1ccc(Cl)cc1	1.1%	-4%	-23%	18%	10	50	i	7.0	-6%	6%	-2%
36	Cn1ncc(Br)c1C(=O)N1CCCC1	-1.8%	-13%	-3%	11%	-0.4	64	i	0.6	7%	-8%	0%
37	O=C(CSc1nnc(-c2ccc(O)cc2)o1)Nc1ccc2c(c1)OCCO2	2.7%	3%	-4%	18%	-1.3	31	i	1.2	11%	2%	-1%
38	CSc1cccc(NC(=O)c2nnn(CC(=O)Nc3cc(C)cc(C)c3)c2N)c1	1.2%	-15%	-1%	1%	-1.0	60	i	5.0	8%	10%	-1%
39	S=C(Nc1ccc(Cl)cc1Cl)Nc1ccccc1Oc1ccccc1	2.4%	6%	-5%	5%	5.1	41	i	0.6	5%	4.1µM*	1%
40	CC(=O)NC1CC2CCCC(C1)N2C(=O)Nc1ccccc1 (centres undefined)	0.0%	-2%	-4%	-3%	-2.6	81	i	0.3	7%	10%	2%
41	COc1cccc(OCc2cc(C(=O)N(C)Cc3nccn3C)no2)c1	1.7%	2%	-6%	-7%	1.0	54	i	2.5	-10%	13%	2%
42	Nc1ccc2nc3c(=O)n(CCc4ccccc4)c(=O)[nH]c3nc2c1	140%	2%	-114%	-1%	0.1	44	+	1.7*	nt	7%	60%
43	O=[N+]([O-])c1cccc(/C=N/n2cnnc2)c1O	2.7%	-2%	2%	-6%	-1.2	69	i	2.0	4%	0%	-2%
44	BrC(=C\c1ccccc1)/C=N/Nc1nc2ccccc2[nH]1	0.7%	2%	-13%	4%	2.6	69	i	0.3	9%	-1%	-8%
45	CC(=O)N1CCc2cc(S(=O)(=O)CCC(=O)NCc3ccc(Cl)cc3)ccc21	-0.2%	-10%	0%	-32%	1.8	39	i	4.6	5%	-20%	1%
46	CCOc1ccc(/C(O)=C2/C(=O)C(=O)N(CC3CCCO3)C2c2ccc(C)o2)cc1 (centres undefined)	16%	-5%	2%	12%	1.9	45	i	1.5	16%	3%	6%
47	Cc1ccc(C(=O)N2CCN3C(=O)c4ccccc4C23c2ccc(Cl)cc2)cc1 (centres undefined)	-3.5%	0%	-9%	-11%	1.1	49	i	0.3	1%	-11%	-1%
48	COc1ccc(S(=O)(=O)NCCc2ccccc2)cc1	-0.4%	-9%	-2%	-6%	4.7	80	i	1.1	5%	0%	4%
49	CC1(C)CC(=O)C=C(Nc2ccc(Cl)c(Br)c2)C1	0.3%	-12%	5%	2%	1.4	66	i	0.5	8%	1%	-8%

Assay outcomes deposited in PubChem by several laboratories.
